TRb SRC2 PPI – TRbeta-SRC2 interaction inhibition; P10828; TRbeta-SRC2 peptide binding, fluorescence polarization; receptor liganded with 1 µM T3; Potency, µM (highest dose often 106 µM), inactives show at the top dose activity change, negative = inhibition, actives largely listed as inhibitors; actives 0.065% (n = 280,000);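 note: plate controls were bound peptide for no effect and peptide without receptor for full effect; nearly all actives have a fitted effect of over 50% in size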
Target sequence (P10828 whole entry, looked up): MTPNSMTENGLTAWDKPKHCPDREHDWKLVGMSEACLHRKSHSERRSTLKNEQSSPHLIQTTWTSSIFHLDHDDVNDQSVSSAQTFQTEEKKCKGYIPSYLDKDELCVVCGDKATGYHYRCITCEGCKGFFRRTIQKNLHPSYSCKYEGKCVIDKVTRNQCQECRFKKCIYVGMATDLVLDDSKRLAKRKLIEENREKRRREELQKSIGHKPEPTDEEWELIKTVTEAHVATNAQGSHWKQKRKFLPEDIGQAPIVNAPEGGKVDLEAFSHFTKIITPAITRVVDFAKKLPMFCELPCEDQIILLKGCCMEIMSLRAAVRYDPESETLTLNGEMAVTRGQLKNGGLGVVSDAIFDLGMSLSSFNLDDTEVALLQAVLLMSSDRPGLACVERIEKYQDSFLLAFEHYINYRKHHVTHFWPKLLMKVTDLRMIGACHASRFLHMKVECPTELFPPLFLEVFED
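Fluorescence polarization of 20 nM Texas Red SRC2 peptide with 0.6 uM human TRb ligand-binding domain, in Tris buffer with 1uM T3 and 5% DMSO. Incubated 5 hr ambient; normalized to unbound and bound controls.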
Tau ThT inhib – inhibitors of human tau fibril formation, thioflavin T binding; Potency, µM (titrated, usually from 57.4 µM), for the others: at the top dose activity, negative = inhibition, hits mostly inhibitors; actives 2.1% (n = 270,000); recombinant tau K18 P301L, heparin-induced fibrillization, ThT fluorescence; note: nearly all actives have a fitted effect of over 55% in size
Target sequence (P10636 561-689 P618L limits assumed): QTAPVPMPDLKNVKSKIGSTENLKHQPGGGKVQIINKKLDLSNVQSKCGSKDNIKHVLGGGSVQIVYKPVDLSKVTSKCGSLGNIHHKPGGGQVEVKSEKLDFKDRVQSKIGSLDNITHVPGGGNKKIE
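ThT emission at 510 nm, taken 1 hr after adding 30 uM dye, quantifies aggregates formed when 20 uM heparin acts on human tau K18 P301L for 6 hr at 37 C.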
KDM4E inh – blocks human JMJD2E demethylase activity. JMJD2E catalytic domain, FDH-coupled NADH fluorescence (FDH is formaldehyde dehydrogenase). Potency, µM (series often up to 57.1 µM), without a hit: top-dose activity change, negative = inhibition, hits mostly inhibitors. actives 1.6% (n = 230,000); active = well fitted inhibition curve with a large enough effect, not every such curve was filed as active; inconclusive = small, poorly fitted or top-dose-only effect, or another doubt; inactive = no such curve, though single readings can be large or run the other way;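 note: 0% = wells with enzyme and -100% = buffer wells without enzyme; nearly all actives have a fitted effect of over 50% in size; many of its hits are not listed in these tables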
Target sequence (B2RXH2 1-337 limits assumed): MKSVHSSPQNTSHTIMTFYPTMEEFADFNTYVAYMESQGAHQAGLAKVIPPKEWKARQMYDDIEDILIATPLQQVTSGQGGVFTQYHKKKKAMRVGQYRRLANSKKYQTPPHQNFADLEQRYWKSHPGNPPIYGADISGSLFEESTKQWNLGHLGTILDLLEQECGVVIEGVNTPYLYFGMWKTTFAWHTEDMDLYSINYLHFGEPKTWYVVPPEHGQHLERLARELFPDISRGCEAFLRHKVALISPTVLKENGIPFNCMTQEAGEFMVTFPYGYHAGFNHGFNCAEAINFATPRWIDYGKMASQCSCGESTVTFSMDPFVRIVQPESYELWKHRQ
L3MBTL1 block – blocks human L3MBTL1. AlphaScreen L3MBTL1–H3K9me1 peptide binding. actives 0.66% (n = 230,000). Q9Y468. Potency, µM (series often up to 57.1 µM), without a hit: top-dose activity, negative = inhibition, hits mostly inhibitors; note: nearly all actives have a fitted effect of over 60% in size
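L3MBTL1 50 nM + b-AHA-H3(1-15)K9me1 75 nM, 30 min RT; compound added, 30 min RT; streptavidin donor/Ni-chelate acceptor beads 10 ug/mL each final, 30 min RT dark; AlphaScreen read.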
TR SRC2 fluor cs – Texas Red fluorescence interference in TRb-SRC2 counter-screen; TRb/SRC2 Texas Red total fluorescence interference; Potency, µM (doses to about 106 µM), inactives show at the highest dose fluorescence change, negative = quenching; actives 0.29% (n = 280,000); AID 1479; active = well fitted curve in either direction with a large enough effect; inconclusive = small, poorly fitted or top-dose-only effect
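Human TRβ ligand-binding domain (0.6 uM) and Texas Red SRC2 peptide (20 nM) in Tris buffer with 1 uM T3 and 5% DMSO were incubated with pinned compound for 5 hr at ambient temperature. Total fluorescence was computed as S + 2P (555/632 nm).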
RECQ1 helicase – RECQ1 (human) helicase inhibition. actives 0.54% (n = 240,000). AID 2549. RECQ1 DNA unwinding, red fluorescence kinetic read. P46063. Potency, µM (series often up to 57.3 µM), without a hit: top-dose activity, negative = inhibition, hits mostly inhibitors;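 note: plate controls were vehicle for no effect and no enzyme for full effect; nearly all actives have a fitted effect of over 30% in size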
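50 nM RECQ1T1 preincubated 15 min with compound in Tris pH 8.0 buffer with MgCl2, DTT, Tween-20 and 2.5 ug/ml poly(dI-dC); started with 200 nM TAMRA/BHQ-2 forked duplex and 2 mM ATP. Unwinding read as fluorescence (525/598 nm), two reads 2 h apart.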
GoLoco inh red – RGS12 GoLoco-Gai1 interaction inhibition; actives 0.44% (n = 230,000); AID 880; Potency, µM (series often up to 61.6 µM), inactives show at the top dose activity, negative = inhibition, most hits filed as inhibitors; P63096; Gai1:RGS12 GoLoco peptide FP, rhodamine, 10 min; active = well fitted inhibition curve with a large enough effect, not every such curve was filed as active; inactive = no such curve, though single readings can be large or run the other way; note: nearly all actives have a fitted effect of over 30% in size; many of its hits are not listed in these tables
Tau FP inhib – tau fibrillization inhibition (FP); P10636; K18 P301L tau heparin fibrillization, Alexa594 FP, 6 h; Potency, µM (top dose mostly 57.7 µM), without a hit: at the top dose activity, negative = inhibition, hits mostly inhibitors; actives 0.39% (n = 280,000); AID 1468; note: nearly all actives have a fitted effect of over 55% in size
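Human K18 P301L fragment (15 uM unlabeled plus 0.24 uM Alexa 594-labeled) in 100 mM sodium acetate pH 7 with compound, aggregation induced by 20 uM heparin for 6 hr at 37 C. ThT (30 uM) added for 1 hr, then Alexa 594 FP read.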
* hit, by the source's call; i = inactive; ? = inconclusive; . = not tested or not shown; [ ] = dose if it differs, or a comment. Unless noted, calls come from the whole dose curve; as a rule, active = well fitted curve in the direction sought with a large enough effect; inconclusive = small, poorly fitted or top-dose-only effect, or another doubt; inactive = no such curve, though single readings can be large; an effect the other way counts as inactive or inconclusive. Unless noted, % is set by controls: 0 for no effect and ±100 for the full control effect; potency is the fitted concentration of half-maximal effect. Not all compounds are listed; the hit share may differ from the screen's.

SMILES	TRb SRC2 PPI	Tau ThT inhib	KDM4E inh	L3MBTL1 block	TR SRC2 fluor cs	RECQ1 helicase	GoLoco inh red	Tau FP inhib
Cc1ccc(NC(=O)CN(C)C(=O)CSc2n[nH]c(N)n2)cc1	-14%	-3%	3%	0%	-4%	-7%	5%	-6%
COc1cccc(C(=O)N/N=C/c2ccc(OC3CSC3)cc2)c1	-4%	?	1%	.	-3%	i	-1%	-13%
CCOC(=O)C1CCCN(S(=O)(=O)c2cccc3cccnc23)C1 (stereo unspecified)	-4%	9%	-10%	10%	-8%	-15%	-3%	-5%
Cc1cccc(C)c1NC(=S)NCCc1ccccn1	-8%	0%	-4%	-1%	-3%	3%	-8%	1%
C=CCn1c(O)c(C=Nc2ccccc2)sc1=S	5%	-17%	-9%	2%	3%	i	10%	8%
COc1ccc(-c2c(C(F)(F)F)oc3cc(OCC(=O)Nc4ccccc4C(F)(F)F)ccc3c2=O)cc1OC	1%	-9%	3%	-1%	-2%	-1%	3%	-1%
COc1ccccc1CCNC(=O)c1cc2c(=O)n3cccc(C)c3nc2n1C	-4%	-1%	.	.	-22%	.	.	1%
Cc1cc(C(=O)OCC(=O)NCc2ccco2)c(C)o1	-6%	-9%	-1%	-2%	-5%	-5%	11%	-4%
COc1ccc(N2CCN(c3nc(Cl)nc(N4CCOCC4)n3)CC2)cc1	1%	?	-8%	?	-5%	i	-4%	?
COc1ccc(C(=O)COC(=O)c2ccc(NC(C)=O)cc2)cc1[N+](=O)[O-]	1%	?	2%	-6%	-4%	8%	6%	-4%
CSc1nnc(-c2sccc2-n2cccc2)o1	-8%	-1%	1%	-4%	0%	-1%	7%	-3%
Cn1nc([N+](=O)[O-])c(C(C#N)c2nc3ccccc3n2C)c(Cl)c1=O (stereo unspecified)	-7%	16µM*	-11%	-17%	-1%	-6%	-37%	-5%
COc1cc(Cl)c(NC(=O)CN(C)S(=O)(=O)c2ccc3[nH]c4c(c3c2)CCCC4)c(OC)c1	-3%	-7%	.	.	3%	.	.	8%
COCCNC(=O)CN1CCCCCC1	-3%	7%	6%	11%	-4%	i	-2%	9%
Cc1nn(CC#N)c(=O)n1-c1cccc(F)c1	-9%	-4%	3%	.	-1%	-10%	-29%	6%
CC(C)(C)NC(=O)CSCc1ccc(Br)cc1	-2%	-4%	9%	11%	0%	i	0%	-4%
CCN(CC)CCCNC(=O)c1cn(CC(C)C)c(=O)c2c1c1ccccc1n2C	-3%	-10%	.	.	?	.	.	2%
COc1cc(/C=C(\C#N)c2ccccn2)ccc1OCc1ccccc1Cl	1%	?	-25%	21%	4%	2%	.	-4%
Cc1ccc(/C(N)=N/OC(=O)CCc2ccccc2)cc1	-8%	32µM*	?	68%[activator]	1%	-1%	.	?
O=C1Nc2ccc(S(=O)(=O)Nc3ccccc3O)c3cccc1c23	4%	-17%	.	.	1%	.	.	-11%
O=c1[nH]ncc(N/N=C\c2ccc(O)cc2O)c1Cl	9%	?	-13%	-2%	-11%	-13%	5%	14%
Cc1nonc1NCn1nnc2ccccc21	-5%	-8%	6%	-1%	-1%	i	5%	-9%
O=[N+]([O-])c1ccc(NCc2ccc(Cl)cc2)nc1	2%	?	1%	-10%	-2%	-7%	13%	-10%
Cc1cc(NCc2ccccn2)n2nc(C)c(-c3ccc(Cl)cc3)c2n1	-2%	?	?	1%	-2%	-12%	2%	1%
CCOc1ccccc1C(=O)NCC(=O)OCC(=O)c1ccc2c(c1)OCCO2	-1%	-7%	-3%	17%	-5%	i	-7%	0%

The closing four records of the part above open the next one.
SMILES	TRb SRC2 PPI	Tau ThT inhib	KDM4E inh	L3MBTL1 block	TR SRC2 fluor cs	RECQ1 helicase	GoLoco inh red	Tau FP inhib
Cc1nonc1NCn1nnc2ccccc21	-5%	-8%	6%	-1%	-1%	i	5%	-9%
O=[N+]([O-])c1ccc(NCc2ccc(Cl)cc2)nc1	2%	?	1%	-10%	-2%	-7%	13%	-10%
Cc1cc(NCc2ccccn2)n2nc(C)c(-c3ccc(Cl)cc3)c2n1	-2%	?	?	1%	-2%	-12%	2%	1%
CCOc1ccccc1C(=O)NCC(=O)OCC(=O)c1ccc2c(c1)OCCO2	-1%	-7%	-3%	17%	-5%	i	-7%	0%
CC(C)c1nc2sc3c(=O)[nH]c(=S)[nH]c3c2c2c1CCCC2	1%	-6%	2%	-2%	-2%	-9%	1%	7%
COc1ccc(CC(NC(C)=O)C(=O)NC2CCN(C(=O)NCc3ccccc3)CC2)cc1OC (stereo unspecified)	-11%	-6%	14%	1%	-2%	i	7%	-6%
CC(C)(C)C1CCc2nc(NC(=O)Cc3cn4ccsc4n3)sc2C1 (stereo unspecified)	1%	?	?	.	2%	-4%	-9%	-7%
O=S(=O)(NCc1cc(-c2ccccc2Cl)no1)c1ccc(Cl)cc1	-1%	?	-7%	7%	-3%	-7%	-2%	-6%
COc1ccc(NC(=O)C(c2ccc(OC)cc2)N(C)C(=O)c2cnccn2)cc1 (stereo unspecified)	-22%	-4%	-3%	.	-4%	-7%	8%	5%
COC(=O)c1[nH]c2ccc(Br)cc2c1NC(=O)CN1CCCc2ccccc21	-14%	?	-23%	-3%	0%	?	14%	3%
CCCc1cc(=O)[nH]c(SCC(=O)Nc2ccc(C)cc2)n1	-1%	-2%	2%	9%	0%	22%	-2%	-2%
CCn1cc(C(=O)NCCc2ccc(Cl)cc2)c(=O)c2cc(S(=O)(=O)N3CCCCCC3)ccc21	-2%	-1%	.	.	-2%	.	.	-9%
COc1ccc(S(=O)(=O)Cc2ccc(C(=O)NCc3ccc(F)cc3)o2)cc1	-4%	-11%	5%	.	-6%	-19%	11%	6%
O=C(/C=C/c1ccccc1F)c1ccoc1	-7%	?	-5%	2%	1%	0.14µM*	10%	10%
CCOC(=O)c1c(NC(=O)CSc2nnnn2-c2ccccc2)sc2c1CCC(C)C2 (stereo unspecified)	-2%	-10%	-7%	.	-5%	-11%	16%	-7%
COCCn1c(CN2CCN(c3cccc(Cl)c3)CC2)nc2c1c(=O)n(C)c(=O)n2C	5%	-2%	-6%	-1%	-2%	-13%	0%	5%
Cc1ccc(-n2c(=O)c3c(C)c(C(=O)N(C)C)sc3n(Cc3ccccc3C)c2=O)cc1C	-2%	-1%	.	.	-2%	.	.	-8%
COc1cc(-c2noc(-c3cc(C(C)C)[nH]n3)n2)cc(OC)c1OC	-6%	-9%	.	.	0%	.	.	-3%
COC(=O)c1ccccc1NC(=O)CSCC(=O)Nc1ccccc1	0%	-16%	-2%	5%	-5%	i	13%	-5%
Cc1cc(C)c(C(=O)Nc2cccc(F)c2)c(Cl)n1	14%	-2%	-1%	.	-2%	-33%	3%	4%
Clc1ccc(CNc2nc(CN3CCOCC3)nc3scc(-c4ccccc4)c23)cc1	7%	?	1%	-19%	-21%	-2%	8%	-1%
CN(C)S(=O)(=O)c1ccc2c(c1)c(=O)c(C(=O)N1CCN(c3ccccn3)CC1)cn2C	-3%	1%	7%	1%	0%	-9%	-3%	-6%
CNC(=S)NC1CC2CCC(C1)N2Cc1ccccc1 (stereo unspecified)	-8%	5%	8%	5%	0%	-14%	-1%	9%
Cc1nc(NC(=O)CCC(=O)O)sc1C(=O)N(C)C	-3%	-15%	0%	7%	2%	i	2%	1%
COc1ccc(-c2cc(C(=O)Nc3sc4c(c3C#N)CCCC4)no2)cc1OC	-2%	?	.	.	6%	.	.	-12%
O=C(Nc1c(C(=O)N2CCCC2)cnn1-c1ccccc1)c1cccc(F)c1	-14%	2%	5%	4%	0%	-6%	5%	-3%
O=C(c1cccs1)N(CCO)Cc1cc2cc3c(cc2[nH]c1=O)OCCO3	-10%	-6%	?	6%	-3%	i	3%	-12%

Profiles, quoted from the list:
Cc1cc(C)c(C(=O)Nc2cccc(F)c2)c(Cl)n1 reads TRb SRC2 PPI: 14%; Tau ThT inhib: -2%; KDM4E inh: -1%; L3MBTL1 block: .; TR SRC2 fluor cs: -2%; RECQ1 helicase: -33%; GoLoco inh red: 3%; Tau FP inhib: 4%
O=C(Nc1c(C(=O)N2CCCC2)cnn1-c1ccccc1)c1cccc(F)c1 reads TRb SRC2 PPI: -14%; Tau ThT inhib: 2%; KDM4E inh: 5%; L3MBTL1 block: 4%; TR SRC2 fluor cs: 0%; RECQ1 helicase: -6%; GoLoco inh red: 5%; Tau FP inhib: -3%

Three structures from above, ordered by molar mass, lowest first.
SMILES	TRb SRC2 PPI	Tau ThT inhib	KDM4E inh	L3MBTL1 block	TR SRC2 fluor cs	RECQ1 helicase	GoLoco inh red	Tau FP inhib
COc1ccc(C(=O)COC(=O)c2ccc(NC(C)=O)cc2)cc1[N+](=O)[O-]	1%	?	2%	-6%	-4%	8%	6%	-4%
COc1cc(/C=C(\C#N)c2ccccn2)ccc1OCc1ccccc1Cl	1%	?	-25%	21%	4%	2%	.	-4%
COCCn1c(CN2CCN(c3cccc(Cl)c3)CC2)nc2c1c(=O)n(C)c(=O)n2C	5%	-2%	-6%	-1%	-2%	-13%	0%	5%

Assay outcomes (PubChem)
